# p97 ATPase inh: human p97 ATPase inhibition; inhibition, % at 8 µM; actives 0.42% (n = 220,000); AID 1481; recombinant p97 ATPase, Kinase-Glo ATP luminescence, 3 h; in the data active means inhibition above about 15%;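 further: 0% = DMSO vehicle and 100% = wells lacking enzyme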
# NPY-Y2 PAM-ag: human NPY-Y2 potentiation or agonism, primary screen; actives 0.45% (n = 220,000); cells expressing NPY-Y2, potentiator/agonist read-out; activation, % at 3.6 µM; in the data active means activation above about 27%;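 further: cells stimulated with NPY near EC25 plus isoproterenol at EC100; 0% = vehicle plus submaximal agonist and 100% = vehicle plus saturating agonist; some results beyond the cut were filed as inactive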
# Target sequence (P49146 whole entry, looked up): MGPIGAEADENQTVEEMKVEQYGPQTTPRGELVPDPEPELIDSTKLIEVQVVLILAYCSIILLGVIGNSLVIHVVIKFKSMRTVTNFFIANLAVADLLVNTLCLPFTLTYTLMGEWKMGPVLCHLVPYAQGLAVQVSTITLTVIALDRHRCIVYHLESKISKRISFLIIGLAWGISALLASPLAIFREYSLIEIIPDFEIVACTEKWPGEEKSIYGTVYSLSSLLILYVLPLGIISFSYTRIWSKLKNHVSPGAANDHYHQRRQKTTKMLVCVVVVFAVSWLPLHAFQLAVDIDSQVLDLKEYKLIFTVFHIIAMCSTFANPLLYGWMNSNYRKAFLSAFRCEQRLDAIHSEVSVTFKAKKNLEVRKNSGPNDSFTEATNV
# NPY Y1 blocker: antagonists of human neuropeptide Y receptor Y1; P25929; HEK293-CNG Y1 cells, membrane potential fluorescence; NPY at EC95, then isoproterenol; inhibition, % at 3.6 µM; actives 1% (n = 200,000);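 active means inhibition above the campaign mean inhibition of all tested compounds plus 3 SD, cut at about 20% in these data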;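 further: 0% = DMSO wells given NPY plus isoproterenol and 100% = isoproterenol alone without NPY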
#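 Material: HEK293 Y1/CNG channel cell line | Also added: NPY (25 nM), isoproterenol (1 µM), Ro 20-1724 (25 µM) | Compound: One concentration, 3.6 µM, in 0.4% DMSO | Schedule: 3 h dye uptake, 1 h room-temperature compound, 45 min post-isoproterenol | Signal: Membrane-potential fluorescent dye readout | Read-out: % inhibition of NPY effect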
# MDM2 E3 inh: Mdm2 E3 ligase (human) inhibition; actives 0.11% (n = 210,000); signal enhancement, % at 5 µM; cell-based MDM2 ubiquitination luciferase reporter, 2 h; 0 = plate control, 100 = twice control, blank-subtracted; Q00987;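 active means signal enhancement of 30% or more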;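 further: luminescence tracks abundance of the self-degrading MDM2-luciferase fusion protein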
#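 Assay system: mammalian cells stably expressing self-ubiquitinating, self-degrading MDM2 E3–luciferase fusion. Quantity: 2000 cells in each well. Medium: DMEM culture medium. Compound dosing: single-point 5 µM. Timing: cell settling 4 h, compound treatment 2 h, both 37 °C. Technique: luciferase luminescence. Read-out basis: percent signal gain over controls, blank-subtracted. Benchmarks: plate controls and plate blanks.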
# Runt-CBFb FRET: blocks binding of human RUNX1 Runt domain to CBFb | AID 1496 | actives 0.46% (n = 220,000) | inhibition, % at 20 µM | Cerulean-Runt/Venus-CBFb FRET ratio 530/480, 1 h;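 active means inhibition over about 50% at 20 µM in the single-dose screen, limit read from the data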;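 further: 0% = DMSO wells and 100% = excess unlabeled CBFb competitor control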
# Target sequence (Q01196 whole entry, looked up, the tested form may be a part): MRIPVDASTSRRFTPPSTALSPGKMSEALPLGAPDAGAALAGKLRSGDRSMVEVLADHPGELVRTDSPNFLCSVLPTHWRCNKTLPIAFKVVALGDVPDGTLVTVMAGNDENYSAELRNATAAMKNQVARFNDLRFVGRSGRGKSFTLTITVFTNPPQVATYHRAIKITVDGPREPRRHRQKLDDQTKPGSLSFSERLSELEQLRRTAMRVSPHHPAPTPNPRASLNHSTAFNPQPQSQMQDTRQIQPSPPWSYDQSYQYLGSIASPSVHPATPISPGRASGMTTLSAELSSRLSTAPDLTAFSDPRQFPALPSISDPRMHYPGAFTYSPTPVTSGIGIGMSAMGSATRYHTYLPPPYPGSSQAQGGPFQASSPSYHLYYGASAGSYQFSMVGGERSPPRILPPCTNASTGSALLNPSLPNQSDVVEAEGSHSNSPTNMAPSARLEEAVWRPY
# Target sequence (Q13951 whole entry, looked up, the tested form may be a part): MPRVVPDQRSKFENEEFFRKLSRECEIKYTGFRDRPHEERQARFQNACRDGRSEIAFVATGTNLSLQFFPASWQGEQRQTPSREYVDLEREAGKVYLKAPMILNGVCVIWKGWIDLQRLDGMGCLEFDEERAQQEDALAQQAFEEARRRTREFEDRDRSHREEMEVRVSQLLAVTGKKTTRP
#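 Assay system: Cerulean-Runt domain / Medium: Tris 50 mM pH 7.5, KCl, K2SO4, 0.01% BSA / Timing: protein complex preformed 1 h, compound exposure 1 h, room temperature, dark / Measured by: FRET, excitation 422 nm, emission at 530 and 480 nm / Evaluation: loss of energy transfer signal / Control set: 5 µM unlabeled CBFb as full-inhibition high control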
# RBBP9 inhibitor: inhibitors of human serine hydrolase RBBP9; O75884; recombinant RBBP9, FP-Rh probe fluorescence polarization; inhibition, % at 7.94 µM; actives 0.2% (n = 220,000); AID 1515;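 active means inhibition above the campaign mean of all tested compounds plus 3 SD, cut at about 14% in these data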;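 further: plate controls were DMSO wells with RBBP9 for no effect and wells lacking RBBP9 protein for full effect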
#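 System: RBBP9 protein / Quantity: 2.5 µM RBBP9 dispensing solution, before mixing / Also added: Serine-hydrolase probe FP-Rh, 375 nM pre-mixing / Dosing: 7.94 µM single dose, 0.794% DMSO / Timing: enzyme-compound preincubation 30 min, then probe labeling 45 min, 25 °C / Signal: FP readout at 525/598 nm / Controls: DMSO-treated enzyme wells and wells lacking RBBP9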
# Runt-SMMHC FRET: blocks binding of human RUNX1 Runt domain to CBFb-SMMHC; Cerulean-Runt/Venus-CBFb-SMMHC FRET ratio 530/480, 1 h; inhibition, % at 20 µM; actives 0.74% (n = 220,000);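 active means mean inhibition across duplicate retests at 20 µM reaching about 50%, limit read from the data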;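 further: 0% = DMSO wells and 100% = wells with excess untagged CBFb-SMMHC; inhibitors lower the FRET ratio by blocking Runt binding to CBFb-SMMHC; some results filed as inactive read as strong as hits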
# Hck-Nef inh: human Hck-Nef kinase inhibition; P08631; Recombinant Hck-YEEI plus Nef, Z-Lyte FRET kinase assay; inhibition, % at 20 µM; actives 0.68% (n = 220,000); AID 463187;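 active means Hck-Nef kinase inhibition above about 50%, limit read from the data; inactive means inhibition below that limit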;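 further: 0% = DMSO with Hck plus Nef and 100% = Hck alone without Nef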
# NPY-Y1 PAM-ag: potentiates or activates human NPY-Y1 receptor; activation, % at 3.6 µM; NPY-Y1 expressing cells, potentiator/agonist activation; AID 1304; P25929; actives 0.37% (n = 220,000); in the data active means activation above about 33%, passing the limit was not always enough;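 further: cells stimulated with NPY at EC10 then isoproterenol at EC100; 0% = low agonist plus stimulus and 100% = saturating agonist plus stimulus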
# * = called active by the depositor; · = no result given. Compounds as they come (roughly 3.5% active in at least one column).
no.	Structure	p97 ATPase inh	NPY-Y2 PAM-ag	NPY Y1 blocker	MDM2 E3 inh	Runt-CBFb FRET	RBBP9 inhibitor	Runt-SMMHC FRET	Hck-Nef inh	NPY-Y1 PAM-ag
1	COCCn1c(SCC(=O)/C=C2\N(C)c3ccccc3C2(C)C)nnc1-c1ccncc1	4	1	2	10	-1	-4	-2	-1	1
2	CCn1ccnc1CN(C)Cc1nc(-c2ccccc2)no1	2	-1	2	3	1	-8	-5	20	2
3	Cc1ccc(C)c(S(=O)(=O)ON2C(=O)c3ccccc3C2=O)c1	0	3	5	3	2	1	3	2	-2
4	CCCCCc1cc(=O)oc2c(C(CCN3CCN(c4ccccc4)CC3)c3ccc(N(C)C)cc3)c(OC)cc(OC)c12 (configuration not stated)	·	·	·	-1	0	·	2	21	·
5	c1ccc(OCCCn2nnc(-c3cccnc3)n2)cc1	4	9	1	-8	-1	-5	-2	1	-4
6	CC1CCN(C(=O)CSc2nncn2-c2ccccn2)CC1	6	3	5	-12	7	7	-2	2	7
7	C=CCN1C(=O)CN=C1Nc1cccc(C)c1	2	5	4	-8	-1	-7	2	0	12
8	CC(C)CC(=O)Nc1cc(C(F)(F)F)ccc1N1CCOCC1	4	-12	5	-1	2	3	-4	0	-13
9	Cn1c(=O)[nH]c(=O)c2c1nc(N1CCCCCC1)n2CC(N)=O	1	-1	-6	-26	-3	1	2	8	10
10	CCOC(=O)Nc1cc(OCC)c(NC(=O)C2CC2)cc1OCC	2	3	-3	3	6	-1	24	1	4
11	CCCSc1nsc(NC(=O)C(c2ccccc2)c2ccccc2)n1	-4	-6	10	-1	-1	-26	-1	0	-18
12	O=S(=O)(c1ccccc1F)N1CCN(Cc2nc3ccccc3[nH]2)CC1	-3	-7	5	-5	2	1	2	8	-39
13	COc1ccc(CCNC(=O)COC(=O)c2ccco2)cc1OC	-1	-2	-1	-2	-1	1	-33	1	-7
14	O=C(NCCc1ccccc1)c1oc2ccccc2c1COc1ccccc1	5	-16	9	-14	-1	-25	-2	1	-25
15	COc1ccc(-c2noc(CCC(N)=O)n2)cc1OC	3	4	1	-12	-1	-2	2	2	23

# A second format for some results above:
No.	p97 ATPase inh	NPY-Y2 PAM-ag	NPY Y1 blocker	MDM2 E3 inh	Runt-CBFb FRET	RBBP9 inhibitor	Runt-SMMHC FRET	Hck-Nef inh	NPY-Y1 PAM-ag	Compound
7	2	5	4	-8	-1	-7	2	0	12	C=CCN1C(=O)CN=C1Nc1cccc(C)c1
8	4	-12	5	-1	2	3	-4	0	-13	CC(C)CC(=O)Nc1cc(C(F)(F)F)ccc1N1CCOCC1
9	1	-1	-6	-26	-3	1	2	8	10	Cn1c(=O)[nH]c(=O)c2c1nc(N1CCCCCC1)n2CC(N)=O

# Additional entries follow:
no.	Structure	p97 ATPase inh	NPY-Y2 PAM-ag	NPY Y1 blocker	MDM2 E3 inh	Runt-CBFb FRET	RBBP9 inhibitor	Runt-SMMHC FRET	Hck-Nef inh	NPY-Y1 PAM-ag
16	O=C(NCc1nnc(SCC(=O)N2CCC(Cc3ccccc3)CC2)o1)c1ccco1	0	7	1	-28	0	-3	-4	-6	-6
17	COc1ccccc1N1CCN(S(=O)(=O)c2ccc3c(c2)n(C)c(=O)n3C)CC1	3	-6	-2	-3	-4	-2	0	20	3
18	CCCN1Cc2cccc(C(=O)Nc3ccc4c(c3)OCCO4)c2C1=O	2	-8	1	-14	-1	-6	2	2	-5
19	O=C(Cc1cccs1)N1CCN(c2ccc(F)cc2)CC1	-6	1	-5	·	0	-9	0	-1	7
20	C/C(=C\C#N)n1nc(C)cc1N	-5	8	6	5	2	-9	1	-1	3
21	CCC(=O)c1ccc(OCC(O)Cn2c(C)nc3ccccc32)cc1 (configuration not stated)	-6	-6	3	-25	-3	-1	-17	2	26
22	CC(=O)NC(Cc1ccccc1)C(=O)N1CCN(C(=O)c2cccs2)CC1 (configuration not stated)	-2	-30	-2	3	-2	-2	2	-17	-6
23	Cc1csc(NC(=O)c2cccc(S(=O)(=O)N3CCN(C)CC3)c2)n1	6	-9	5	11	3	2	-4	22	-10
24	COC(=O)c1ccc(/C(O)=C(\C#N)c2nc3ccccc3s2)cc1	2	-22	-1	-10	-5	7	-7	2	10
25	COc1ccc(-c2nnc(SC(C)C(=O)NNC(=O)c3ccc(C)cc3)o2)cc1 (configuration not stated)	3	-7	3	-6	0	-1	-3	2	5
26	Cc1c(C(=O)OC(C)C)sc2nc[nH]c(=O)c12	-11	7	2	-10	-2	-10	-1	-13	-8
27	COc1ccc(NCC(=O)n2c(C)c(C)c3ccccc32)cc1OC	-4	-7	·	-4	1	-11	-4	-1	5
28	CC1CCN(c2nc3ccc(C(=O)O)cc3s2)CC1	5	4	-3	-86	7	-7	-2	-2	7
29	CCC1CCCCN1C(=O)CSc1nnc(-c2ccc3c(c2)OCCO3)o1 (configuration not stated)	-5	-22	5	-5	-1	-3	2	1	-27
30	COc1ccccc1NC(=O)NCCC1=CCCCC1	-1	0	-1	-8	0	-3	-1	4	4
31	FC(F)(F)c1cccc(NC(=S)Nc2cccc(Cl)c2)c1	1	7	0	-13	1	5	-2	0	8
32	COc1ccc2c(c1)C1(Nc3ccccc3-c3nc4ccccc4n31)C(=O)N2 (configuration not stated)	-3	10	3	4	1	-5	-2	0	-14
33	COC(=O)C1=C(C)NC(C)=C(C(=O)OC)C1c1ccc(-c2cccc(Cl)c2Cl)o1	-3	-5	6	-15	36	-2	25	-1	-33
34	Cc1ccc(-c2nnc(SCC(=O)N3c4ccccc4NC(=O)C3(C)C)n2N)cc1	7	12	-3	-5	-1	-3	1	8	9
35	COc1cc(NC(=O)c2ccccc2)c(OC)cc1NC(=O)CN1CCN(c2ccccn2)CC1	-5	-15	-5	-25	0	-9	-7	3	-9
36	CN(C)C=Nc1c(Br)cc(Br)c2nonc12	-3	-3	1	-69	-14	-3	-215	-2	-15
37	O=C(NC1CCCCC1)N1CCC(n2c(=O)[nH]c3ccccc32)CC1	·	·	·	-9	2	·	2	0	·
38	Cc1cccc(NC(=O)c2ccccc2O)c1C	-8	7	4	-19	-2	-11	-1	-24	-4
39	CCN(CC)CCOCCOc1ccc(Cl)c2ccccc12	-1	-19	7	-19	-2	4	-1	17	-17
40	CN(Cc1nc(-c2cnccn2)no1)CC1CCN(Cc2ccccc2)CC1	5	-1	3	7	8	5	-3	18	3
41	Cn1cccc1Cc1nnc(SCC(=O)N2CCOCC2)n1-c1ccc(F)cc1	1	16	-2	-2	3	-3	-2	21	-5
42	CCOc1ccc2nc(NC(=O)CSc3ccccc3)sc2c1	-5	-15	14	6	2	-9	0	0	-17
43	Cc1cc(NC(=O)CN2C(=O)[C@@H]3[C@H](C2=O)[C@@H]2C[C@H]3C(Br)C2Br)no1 (some centres not stated)	-3	2	·	-3	0	-9	4	7	9
44	O=[N+]([O-])c1cccnc1Oc1ccccc1F	6	13	·	-13	1	-4	-1	3	-7
45	Cc1cc(-c2nn(-c3ccccc3F)cc2CNCCc2cnccn2)c(C)s1	-5	-18	13	-5	-1	-6	2	16	-23
46	COc1cc(C(=O)N/N=C/c2ccsc2C)cc(OC)c1OC	2	-13	13	-9	0	-5	5	2	-7
47	COc1ccc(CNC(=O)C(=O)NC2CC(C)(C)NC(C)(C)C2)cc1	3	10	-5	4	2	4	-3	-7	6
48	COc1cccc(OC)c1-c1nn2c(-c3cc(-c4ccccc4)n[nH]3)nnc2s1	0	8	5	-10	-10	-3	-8	2	2
49	CSCCC(NS(=O)(=O)c1ccc(Cl)cc1)C(=O)OCC(=O)NC1CCCCC1 (configuration not stated)	-8	3	7	-15	-3	-19	-1	1	4
50	Cn1c(NC(=O)C[n+]2cc(-c3ccc(F)cc3)n3c2CCC3)cc(=O)n(C)c1=O	-6	12	1	-5	-1	-1	-2	0	-5
51	CC(C)Cc1nc2sc3c(c2c(=O)n1N)CC(C(C)C)OC3 (configuration not stated)	2	-6	·	-13	2	-6	0	20	-8
52	CCOc1ccc(-n2c(SC)nc3c(c2=O)SCC3)cc1	0	4	1	1	0	7	-2	-5	-16
53	CC(CNC(=O)c1ccc(C(C)(C)C)cc1)CN(C)C (configuration not stated)	2	5	3	-11	0	-4	-4	3	3
54	FC(F)(F)c1ccc(C2[C@H]3CN(Cc4ccc(-c5ccccc5)cc4)[C@H](c4ccccc4)C34CC2(c2cccnc2)C4)cc1 (some centres not stated)	·	·	·	-1	0	·	0	15	·
55	COc1ccc(CCN(CC(=O)NC2CCCC2)C(=O)CCC(=O)Nc2cc(C)on2)cc1OC	-4	-13	5	4	-3	-9	-2	9	-30
56	O=c1[nH]c2ccccc2n1CCCOc1ccccc1	-5	0	8	-12	0	-11	-1	0	-4

# Record cards (already shown):
# `COc1cccc(OC)c1-c1nn2c(-c3cc(-c4ccccc4)n[nH]3)nnc2s1` is entered as p97 ATPase inh: 0; NPY-Y2 PAM-ag: 8; NPY Y1 blocker: 5; MDM2 E3 inh: -10; Runt-CBFb FRET: -10; RBBP9 inhibitor: -3; Runt-SMMHC FRET: -8; Hck-Nef inh: 2; NPY-Y1 PAM-ag: 2
# `FC(F)(F)c1ccc(C2[C@H]3CN(Cc4ccc(-c5ccccc5)cc4)[C@H](c4ccccc4)C34CC2(c2cccnc2)C4)cc1` (some centres not stated) is entered as p97 ATPase inh: ·; NPY-Y2 PAM-ag: ·; NPY Y1 blocker: ·; MDM2 E3 inh: -1; Runt-CBFb FRET: 0; RBBP9 inhibitor: ·; Runt-SMMHC FRET: 0; Hck-Nef inh: 15; NPY-Y1 PAM-ag: ·

# Some entries already given, showing only RBBP9 inhibitor and NPY Y1 blocker:
nr | smiles | RBBP9 inhibitor | NPY Y1 blocker
21 | CCC(=O)c1ccc(OCC(O)Cn2c(C)nc3ccccc32)cc1 (configuration not stated) | -1 | 3
18 | CCCN1Cc2cccc(C(=O)Nc3ccc4c(c3)OCCO4)c2C1=O | -6 | 1

# Screening data (PubChem)
